# Hsp70 inhibitors = small molecules displacing fluorescent ligand from Hsp70 – biochemical, fluorescence polarization, primary screen (AID 583); actives 0.06% (n = 140,000); Hsp70 fluorescence polarization probe displacement, mP; higher % means a stronger effect; displacement, % at 20 µM, or IC50 in µM where a hit was titrated; in the data active = displacement above about 50%;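 also: plate controls were vehicle for no effect and reference ligand for full effect; a part of the inactive calls stands beside numbers as strong as those of hits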
# Rat MKP-3 inhibitors = inhibition of rat DUSP6 enzyme activity – biochemical, in vitro, primary screen (AID 425) | recombinant MKP-3 phosphatase activity, fluorescence; higher % means a stronger effect | actives 0.17% (n = 110,000) | one-dose inhibition, % at 20 µM; IC50 in µM for titrated hits; in the data active = inhibition above about 50%;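 also: plate controls were vehicle for no effect and reference inhibitor for full effect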
# * hit, by the source's call; nt = not tested or not shown; & = joins results of further samples. This is a subset. The share of hits here may be higher or lower than overall.
nr	SMILES	Hsp70 inhibitors	Rat MKP-3 inhibitors
1	CCC(NS(=O)(=O)c1ccc2c(c1)Cc1cc(S(=O)(=O)NC(CC)C(=O)O)ccc1-2)C(=O)O (stereo not given)	3.8%	0%
2	O=S(=O)(Cc1ccccc1)NCC1CCCO1 (stereo not given)	-4.5%&2.3%	-10%&1%
3	CCOC(=O)C1=C(N)OC2=C(C(=O)CCC2)C1c1ccc(Cl)cc1Cl (stereo not given)	-4.8%	5%
4	O=c1[nH]c(=O)n(Cc2ccccc2)c(O)c1/C=C1\C=CC=N1	2.5%	4%
5	Cc1ccc(NC(=O)COc2ccc(Cl)cc2Cl)cc1C	0.3%	-2%
6	Cn1c(=O)cc(SCC(=O)NCCCN2CCN(c3ccccc3F)CC2)c2ccccc21	1.3%	-3%
7	O=C(OC1CCOC1=O)c1ccc(S(=O)(=O)N2CCCCCC2)cc1 (stereo not given)	3.6%	-4%
8	O=C1NC(=O)N(c2cccc(F)c2)C(=O)/C1=C/c1ccc(Oc2ccc([N+](=O)[O-])cn2)cc1	-0.8%	-2%
9	Cc1ccccc1C(=O)Nc1sc2c(c1C(=O)Nc1cccc3ccccc13)CCC2	-6.3%	6%
10	CN(C)c1ncnc2c1NC1=C(S2)C(=NCCCC(=O)O)CC(C)(C)C1	0.1%	nt
11	CCOC(=O)N1CCN(C(=O)CN(C2CCCCC2)S(=O)(=O)c2c(C)cc(C)cc2C)CC1	7.6%	nt
12	O=C1C=C(Nc2ccc([N+](=O)[O-])cc2)CN1	3.9%	5%
13	CC1(C)CC(=O)C2=C(C1)NC1=C(C(=O)CC(C)(C)C1)C2c1ccc(I)cc1	1.5%	-7%
14	CCOC(=O)c1ccc(NC(=O)CC2NCCNC2=O)cc1 (stereo not given)	-1.0%	nt
15	O=[N+]([O-])c1ccc(N2CCOCC2)cc1N1CCN(CCO)CC1	-3.6%	0%
16	CC(C)c1nc(N2CCOCC2)c(C#N)c2c1CCCC2	-2.8%	-14%
17	COc1ccccc1NC(=O)c1ccccc1NC(=O)c1cccs1	-1.5%	-4%
18	COC(=O)c1ccccc1NC(=O)CN1CCN(C23CC4CC(CC(C4)C2)C3)CC1	12%	-10%
19	O=C(CNCCC1=CCCCC1)Nc1ccc(N2CCCCCC2)cc1	-0.2%	nt
20	CCOC(=O)c1oc2c(C)c(O)ccc2c(=O)c1-c1nncn1-c1ccccc1	1.4%	-2%
21	COc1ccc(CCNC(=O)CSc2nnc(CNC(=O)c3ccco3)o2)cc1OC	nt	1%
22	N#CC1=C(SCc2ccccc2)NC(=O)CC1c1ccccc1 (stereo not given)	4.9%	nt
23	CCCCNC(=O)/C(=C/c1ccc(Cl)cc1)NC(=O)c1ccc(OC)cc1	-2.1%	3%
24	CCOC(=O)C1CCN(C(=O)c2sc3nc(-c4ccccc4)cn3c2C)CC1	-0.9%	2%
25	COc1cccc(/C=N/n2c(C)nc3ccccc3c2=O)c1O	-0.4%	-1%
26	CCCn1c2ccc(/C(C)=N\O)cc2c2cc(/C(C)=N/O)ccc21	0.8%	nt
27	COc1ccc(N2C(=O)C3CCCN3C2c2ccc(Cl)cc2)cc1 (stereo not given)	-6.4%	1%
28	O=C1NC(=O)/C(=C\c2ccc(-c3cccc(Cl)c3)o2)S1	-17%	-1%
29	C=CCOC(=O)COc1ccc2c(C)c(CC)c(=O)oc2c1	-6.4%	10%
30	COc1ccccc1NC(=O)C1=C(C)NC(=S)NC1c1ccc(O)cc1 (stereo not given)	-2.3%	1%
31	CCCCNc1c2c(nc3ccccc13)CC(C)(C)CC2=O	-2.0%	-3%
32	CCOc1cc(/C=C2/C(=N)N3C=CSC3=NC2=O)ccc1OCCCOc1ccccc1C	-4.3%	nt
33	C=CCc1cccc(/C=N/N2CCN(c3ccc(Cl)cc3)CC2)c1O	-1.6%	4%
34	CC(NS(=O)(=O)c1ccc([N+](=O)[O-])cc1)C(=O)O (stereo not given)	-1.3%	-5%
35	NC(=O)C1(N2CCCCC2)CCN(C(=O)NC23CC4CC(CC(C4)C2)C3)CC1	-1.9%	nt
36	O=C(Nc1ccccc1Cl)c1cc(-c2ccco2)nc2ccccc12	3.9%	0%
37	Cc1ccc(NC(=O)CN2C(=O)c3ccccc3C2=O)c(C(=O)O)c1	-0.8%	2%
38	COC(=O)/C(NC(C)=O)=C(\C)c1ccc(Cl)cc1	3.5%	nt
39	Cc1ccc(S(=O)(=O)CC(N)=O)cc1	-0.6%	nt
40	O=C(Cn1cnc([N+](=O)[O-])n1)Nc1cc(Sc2ccc(Br)cc2)cc([N+](=O)[O-])c1	0.2%	0%
41	O=S(=O)(c1ccccc1)N1C2C=CC(C2)C1(C(F)(F)F)C(F)(F)Cl (stereo not given)	-0.5%	0%
42	C=C(C)Cn1c(SCC(=O)NCc2ccco2)nc2sc3c(c2c1=O)CCC3	0.3%	0%
43	O=c1c2ccccc2c2nc3c(c(-c4ccccc4O)c12)c(=O)c1ccccc13	7.1%	0%
44	CCOc1ccc(NC(=O)CN(CCc2ccccc2)S(=O)(=O)c2ccccc2)cc1	-0.7%	0%
45	COc1ccc(-c2nc(CS(=O)CC(=O)NC3CCCc4ccccc43)c(C)o2)cc1OC (stereo not given)	-1.0%	-6%
46	Cc1ccc(CN(C(=O)c2cc3ccccc3oc2=O)C2CCS(=O)(=O)C2)cc1 (stereo not given)	-4.2%	nt
47	COc1ccccc1NC(=O)CN1CCN(Cc2ccccc2)CC1	-1.3%	3%
48	CCOc1ccc(NC(=O)CS(=O)CC(=O)NC2CCCc3ccccc32)cc1 (stereo not given)	2.5%	3%
49	CCn1nc(C(=O)N[C@@H](CCSC)c2nc3ccccc3[nH]2)c2ccccc2c1=O	4.1%	nt
50	CCOC(=O)c1ccc(NC(=O)COc2ccc(S(=O)(=O)NC(C)CC)cc2)cc1 (stereo not given)	0.9%	nt
51	COc1ccc(OCCCCNC(C)(C)C)cc1	-7.4%	-1%
52	O=C(c1cc2ccccc2oc1=O)N(Cc1ccccc1)C1CCS(=O)(=O)C1 (stereo not given)	10%	nt
53	Cc1ccccc1Nc1nnc(C)c(=O)[nH]1	1.4%	-13%
54	CC(=O)Nc1ccc(S(=O)(=O)NCCc2csc(C)n2)cc1	3.4%	nt
55	C=CCSc1nnc2c(n1)[nH]c1c(C)cccc12	-1.2%	-12%
56	Cc1cc(S(=O)(=O)N2CCCC2C(=O)N2CCOCC2)c(C)cc1Cl (stereo not given)	4.6%	nt
57	O=C(Cc1ccc([N+](=O)[O-])cc1)N1c2ccccc2Sc2ccccc21	24%	-2%
58	O=C(CN1CCC(NC(=O)c2ccccc2F)CC1)NCc1ccc(F)cc1	5.3%	nt
59	Nc1c(C(=O)NC2CCCC2)c2nc3ccccc3nc2n1N	3.7%	2%
60	CCC(C)N(C(=O)COC(=O)c1[nH]c(C)c(C(C)=O)c1C)C1CCS(=O)(=O)C1 (stereo not given)	0.7%	-16%

# Next entries follow:
nr	SMILES	Hsp70 inhibitors	Rat MKP-3 inhibitors
61	CCOc1cc(C=O)ccc1OCCOc1ccc(C)cc1	8.2%	2%
62	CSC1=NCCN1C(=O)Cc1ccc(F)cc1	1.0%	2%
63	Cc1oc2c(CN3CC4(C)CC3CC(C)(C)C4)c(O)ccc2c(=O)c1-c1nc2ccccc2s1 (stereo not given)	-6.9%	2%
64	CC(=O)N1c2c(cc(Br)cc2S(=O)(=O)N2CCOCC2)CC1C (stereo not given)	5.9%	-1%
65	COC(=O)Cn1nc(-c2ccccc2)c2cc(Cl)ccc21	-3.0%	nt
66	CCOc1ncccc1C(=O)OCC(=O)c1ccc[nH]1	5.7%	0%
67	CCOC(=O)CN1C(=O)C2(OCCCO2)c2ccccc21	-6.5%	-11%
68	N=c1c(C(=O)NCc2ccco2)cc2c(=O)n3ccccc3nc2n1Cc1ccc(Cl)cc1	3.1%	-2%
69	COc1ccc(NC(=O)c2ccc(C)c([N+](=O)[O-])c2)cc1	5.3%	0%
70	CCSC(C)CC1C/C(=N/O)c2c(C)noc2C1 (stereo not given)	-0.4%	2%
71	CN1CCN(CCNC(=O)Nc2ccccc2C(F)(F)F)CC1	-1.1%	3%
72	O=C(NCc1cccnc1)/C(=C/c1cccc(Oc2ccccc2)c1)NC(=O)c1ccccc1	0.2%	2%
73	Cc1cc(C)c2c(N)c(S(=O)(=O)Cc3ccccc3)sc2n1	-3.9%	2%
74	CCOC(=O)c1cnn(-c2nc(SC)nc3sc4c(c23)CCCC4)c1N	2.0%	nt
75	Cn1nc(-c2ccccc2)c2nc3ccccc3nc21	72%	-8%
76	N#CCSc1nnc(Cc2cccs2)n1C1CCCCC1	0.5%	1%
77	CCc1ccccc1NC(=O)/C=C/c1ccccc1	4.6%	2%
78	CC1(C)Cc2ccccc2-c2nnc(SCC(=O)N3CCc4ccccc43)n21	-2.2%	-6%
79	O=C(O)CCN1C(=O)C2C3C=CC(C3)C2C1=O (stereo not given)	-2.3%	-4%
80	O=C(Cc1ccccc1)Nc1c(C(=O)N2CCCCCC2)cnn1-c1ccccc1	-3.5%	nt
81	COc1ccc(Br)cc1/C=N\N1CCN(c2ccccc2OC)CC1	-0.7%	4%
82	O=C(c1cc2nc(C3CC3)cc(C(F)(F)F)n2n1)N1CCCC1	1.1%	-15%
83	CCCCN1CN=C(Nc2nc3ccccc3o2)NC1	8.3%	nt
84	COc1ccccc1N1CCN(C(=O)c2ccc(NC(C)=O)cc2)CC1	16%	2%
85	CCOC(=O)c1c(NC(=O)CSc2nnc(-c3ccccc3)o2)sc(C(C)=O)c1C	-14%	nt
86	O=C1NCCN/C1=C\C(=O)c1ccccc1	7.2%	nt
87	CC1=C(C(=O)OCC2CCCO2)C(c2ccccc2OC(C)C)C2=C(CC(c3ccco3)CC2=O)N1 (stereo not given)	3.4%	3%
88	O=S(=O)(NC1CC1)c1ccc(S(=O)(=O)N2CCN3CCCC3C2)cc1 (stereo not given)	0.0%	-5%
89	COc1ccc(N2C(=O)NC(=O)/C(=C\c3ccoc3)C2=O)cc1	-13%	4%
90	C=CCNC(=O)NC(=O)C12CC3CC(CC(C3)C1)C2	-3.6%	3%
91	Nc1c(C(=O)Nc2ccccc2)sc2nc3c(cc12)CCC3	6.6%	-1%
92	Nc1sc2c(c1C(=O)Nc1ccc(Br)cc1)CCCC2	6.4%	4%
93	CCOC(=O)/C(C#N)=C/C1=C(N2CCCC2)CC(C)(CC)OC1 (stereo not given)	0.7%	nt
94	CCCCn1c(N)c(N(CC(C)C)C(=O)CN(C)Cc2cccc(OC)c2)c(=O)[nH]c1=O	3.4%	nt
95	COC(=O)c1ccc(OC)c(CSc2nnc(COc3ccc(Cl)cc3)o2)c1	5.3%	9%
96	N#CCSc1nc(N)c(C#N)cc1C#N	-2.5%	0%
97	CN1CCN(C2CCCCCC2)CC1	-0.8%	-3%
98	O=c1[nH]nc(Cc2ccccn2)c2ccccc12	1.4%	-2%
99	Cc1cccc(-n2c(CNC(=O)COc3ccccc3)nnc2SCC(=O)Nc2nccs2)c1	-2.2%	3%
100	CC(C)(C)c1cc(N2C(=O)C(=O)/C(=C(\O)c3ccccc3)C2c2ccc(Br)cc2)no1 (stereo not given)	1.7%	8%

# Some of these compounds in order of the Hsp70 inhibitors value, low to high:
nr	SMILES	Hsp70 inhibitors	Rat MKP-3 inhibitors
85	CCOC(=O)c1c(NC(=O)CSc2nnc(-c3ccccc3)o2)sc(C(C)=O)c1C	-14%	nt
90	C=CCNC(=O)NC(=O)C12CC3CC(CC(C3)C1)C2	-3.6%	3%
96	N#CCSc1nc(N)c(C#N)cc1C#N	-2.5%	0%

# Sorted by formula weight (descending): 3 of the compounds above.
nr	SMILES	Hsp70 inhibitors	Rat MKP-3 inhibitors
74	CCOC(=O)c1cnn(-c2nc(SC)nc3sc4c(c23)CCCC4)c1N	2.0%	nt
22	N#CC1=C(SCc2ccccc2)NC(=O)CC1c1ccccc1 (stereo not given)	4.9%	nt
31	CCCCNc1c2c(nc3ccccc13)CC(C)(C)CC2=O	-2.0%	-3%

# Later entries
nr	SMILES	Hsp70 inhibitors	Rat MKP-3 inhibitors
101	CCn1c2ccccc2c2cc(NC(=O)CSc3nnc(-c4ccc(OC)cc4)n3N)ccc21	11%	nt
102	O=C(N/N=C/c1cccnc1)c1cc(-c2ccc3ccccc3c2)n[nH]1	4.0%	1%
103	CCC1(C)CC(C(CC(=O)O)c2ccc(C)cc2)CCO1 (stereo not given)	-2.5%	nt
104	CCc1cc2cc3c(cc2nc1SCC(=O)N1CCN(C(=O)c2ccco2)CC1)OCO3	3.1%	-1%
105	COc1ccc(/C=N/N=c2\sc3ccccc3n2C)c(OC)c1	1.1%	4%
106	Cc1n[nH]c(C)c1Sc1ccccc1N=Cc1cc(Cl)cc([N+](=O)[O-])c1O	4.1%&8.2%	7%
107	COC(=O)C(Cc1ccccc1)NC(=O)CCN1C(=O)c2cccc3cccc(c23)C1=O (stereo not given)	2.9%	0%
108	COc1ccc(-c2nc(SCC(=O)NCc3ccco3)c(-c3ccccc3)[nH]2)cc1OC	nt	3%
109	CCc1nc(SCC(=O)NCCc2ccc(OC)c(OC)c2)c2c(=O)n(C)c(=O)n(C)c2n1	7.5%	-10%
110	Cn1cnnc1SC1CCCCC1NS(=O)(=O)c1ccc(Cl)cc1 (stereo not given)	6.3%	nt
111	COc1cc(C2Nc3ccccc3C(=O)N2c2ccccc2)ccc1O (stereo not given)	-2.9%	nt
112	O=C(/C=C/c1ccccc1F)c1c(-c2ccccc2)c2cc(Br)ccc2[nH]c1=O	2.3%	14%
113	CC(=O)OCc1cc(=O)n(C)c(=O)n1C	-2.3%&-2.0%	-10%&2%
114	COc1ccc2c(c1)C(=O)CC(c1ccccc1F)O2 (stereo not given)	-4.2%	4%
115	COc1ccc(-c2noc(C)c2-c2ccc3ccccc3n2)c(O)c1	7.2%	-7%

# Compound activity: PubChem, Sanford-Burnham Center for Chemical Genomics
